FadD28 binding = inhibitors of FadD28 bisubstrate probe binding, primary screen, biochemical, fluorescence polarization, single point; Mycobacterium tuberculosis FadD28 fatty-acid-AMP ligase; inhibition, % at 12.5 µM; actives 0.22% (n = 360,000); AID 588549, 2011; in the data active = inhibition above about 8.5%, passing the limit was not always enough; inconclusive = no clear call, values can overlap the other calls
GDH-TPI counter = GDH-TPI coupling enzyme inhibitors, primary screen, artefact control for M. tuberculosis FBA inhibitor project, biochemical, absorbance, full deck. AID 588335, 2011. inhibition, % at 4.8 µM. actives 1.2% (n = 360,000). GDH-TPI coupled enzyme counterscreen, NADH absorbance; in the data active = inhibition above about 30%;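 also: 0% = DMSO wells and 100% = wells lacking the enzyme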
BoNT A protease = BoNT/A light chain protease inhibitors, primary screen, biochemical, flow cytometry, MLPCN library. Botulinum neurotoxin type A light chain protease (Clostridium botulinum A str. ATCC 3502). multiplex microsphere protease substrate cleavage. inhibition, % at 10 µM. actives 0.17% (n = 360,000). AID 588499, 2011; also: plate controls were buffer without enzyme for full effect and enzyme alone for no effect
Anthrax LF inh2 = Bacillus anthracis LF protease inhibitors, primary screen, biochemical, multiplex microsphere, MLPCN library; Lethal factor (Bacillus anthracis), P15917; multiplex microsphere protease cleavage assay; inhibition, % at 10 µM; actives 0.12% (n = 360,000); AID 588501, 2011; also: plate controls were buffer without enzyme for full effect and enzyme alone for no effect
Mtb UGM inh = M. tuberculosis UGM enzyme inhibitors, primary screen, biochemical, fluorescence polarization, single point; UDP-galactopyranose mutase (Mycobacterium tuberculosis (strain ATCC 25618 / H37Rv)), …; purified UGM, fluorescence polarization probe displacement; inhibition, % at 10 µM; actives 0.06% (n = 320,000); AID 504406, 2011; in the data active = inhibition above about 10%, passing the limit was not always enough; inconclusive = no clear call, values can overlap the other calls
Target sequence (P9WIQ1 whole entry, looked up): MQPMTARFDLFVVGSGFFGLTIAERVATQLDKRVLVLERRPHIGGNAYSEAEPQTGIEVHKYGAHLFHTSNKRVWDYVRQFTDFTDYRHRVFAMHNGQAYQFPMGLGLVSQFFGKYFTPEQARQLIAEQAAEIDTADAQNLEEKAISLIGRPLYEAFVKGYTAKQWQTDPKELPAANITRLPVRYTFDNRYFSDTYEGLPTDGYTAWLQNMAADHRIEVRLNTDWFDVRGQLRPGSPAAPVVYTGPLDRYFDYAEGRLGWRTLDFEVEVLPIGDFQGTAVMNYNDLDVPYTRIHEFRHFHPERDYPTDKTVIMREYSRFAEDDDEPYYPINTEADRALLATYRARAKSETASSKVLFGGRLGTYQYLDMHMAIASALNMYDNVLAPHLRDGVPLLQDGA
BoNT F protease = BoNT/F light chain protease inhibitors, primary screen, biochemical, flow cytometry, MLPCN library. Botulinum neurotoxin type F light chain protease (Clostridium botulinum). Multiplex microsphere protease cleavage assay. actives 0.22% (n = 360,000). inhibition, % at 10 µM. AID 588497, 2011; in the data active = inhibition above about 35%, passing the limit was not always enough; inconclusive = no clear call, values can overlap the other calls; also: plate controls were buffer without enzyme for full effect and enzyme alone for no effect
PfHsp40 rescue = rescue of yeast from PfHsp40 toxicity, primary screen, S. cerevisiae, ATP luminescence; growth rescue, % at 12.5 µM; S. cerevisiae expressing PfHsp40, growth rescue; AID 504582, 2011; actives 0.68% (n = 340,000); in the data active = growth rescue above about 28%, passing the limit was not always enough; inconclusive = no clear call, values can overlap the other calls;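 also: yeast W303a lacking pdr1 and pdr3 grown in galactose medium; growth measured after three days at 30 °C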
BioA inh = M. tuberculosis BioA enzyme inhibitors, primary screen, biochemical, plate reader, single point, HTS; AID 602481, 2012; actives 0.096% (n = 360,000); 7,8-diaminopelargonic acid synthase BioA (Mycobacterium tuberculosis); purified M. tuberculosis BioA enzyme; inhibition, % at 9.99 µM; in the data active = inhibition above about 40%; inconclusive = no clear call, values can overlap the other calls
FBA Mtb inh = Mtb FBA enzyme inhibitors, primary screen, biochemical, fluorescence, strain H37Rv. inhibition, % at 1 µM. actives 2.3% (n = 360,000). purified M. tuberculosis FBA, fluorescence read-out; in the data active = inhibition above about 27%;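 also: 0% = vehicle and 100% = reference inhibitor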
Target sequence (P9WQA3 whole entry, looked up): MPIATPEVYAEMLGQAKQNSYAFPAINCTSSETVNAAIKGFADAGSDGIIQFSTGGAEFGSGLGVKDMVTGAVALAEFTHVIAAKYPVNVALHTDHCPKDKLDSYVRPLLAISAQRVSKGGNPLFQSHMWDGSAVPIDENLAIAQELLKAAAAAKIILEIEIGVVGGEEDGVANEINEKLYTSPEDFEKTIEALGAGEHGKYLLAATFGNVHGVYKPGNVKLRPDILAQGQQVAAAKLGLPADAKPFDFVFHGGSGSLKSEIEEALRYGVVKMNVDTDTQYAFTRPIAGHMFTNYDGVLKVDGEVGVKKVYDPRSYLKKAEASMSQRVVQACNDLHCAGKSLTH
* hit, by the source's call; ? = inconclusive; · = no result given; & = joins results of further samples. Rule as the data show it, unless noted: active = inhibition above about 30%; inconclusive = no clear call, values can overlap the other calls; inactive = below that.

nr	Structure	FadD28 binding	Anthrax LF inh2	Mtb UGM inh	BoNT F protease	PfHsp40 rescue	FBA Mtb inh	GDH-TPI counter	BioA inh	BoNT A protease
1	Cn1cnc(S(=O)(=O)N2CCCC(c3cc(C(=O)Nc4ccc(F)c(Cl)c4)no3)C2)c1 (configuration not stated)	-2.1	0	·	9	·	-3	2	2.6	0.1
2	O=C(Nc1ccc(OC(F)(F)F)cc1)C1CCCN(C(=O)c2ccc(Cl)cc2)C1 (configuration not stated)	-6.1	-6	0.9	-3	4.4	0	-1	-1.3	1.3
3	O=C(C1CCC(=O)N(C2CC2)C1)N1CCN(c2cccc(Cl)c2)CC1 (configuration not stated)	-3.0	8	0.2	3	6.0	0	-4	1.7	0.7
4	CN1CCC(Oc2ccccc2Sc2ccc(C(F)(F)F)cc2)CC1	0.2	0	-2.9	-1	-0.3	-1	-6	·	0.4
5	CCOc1ccccc1C1C(C(N)=O)=C(C)Nc2nc(-c3cccc(C)c3)nn21 (configuration not stated)	-3.5	-1	0.6	24	-0.1	2	7	-1.2	-0.4
6	CCn1c(C)cc2c(c1=O)C(c1ccccc1Br)C(C#N)=C(N)O2 (configuration not stated)	0.0	0	0.8	5	-0.2	1	9	0.1	2.4
7	CC(=O)Nc1ccc(Nc2ccc(N3C(=O)CCCC3=O)cc2[N+](=O)[O-])cc1	0.6	3	0.7	1	-0.5	-8	4	-1.2	0.5
8	Cc1c2c(c(C)n1C)C(C(=O)NC1CCCCC1)N(Cc1ccccc1)C2=O (configuration not stated)	-1.3	-6	1.9	-6	-0.5	3	9	·	0.2
9	S=C(NCc1ccccn1)Nc1ccc(Cl)cc1Cl	-0.8	-2	-1.6	-2	-0.5	0	4	-1.9	0.0
10	O=C(Nc1ccc(Br)c2cccnc12)c1ccc(Cn2cc(Cl)cn2)o1	-0.8	1	0.8	-3	-0.4	0	-2	·	-0.3
11	COc1cc(/C=C/c2ccc3cccc(O)c3n2)cc(OC)c1OC	13*	-4	1.1	-2	0.5	-1	21	0.1	-0.7
12	COCCn1c(=O)[nH]c2cc(C(=O)Nc3cc(C)cc(C)c3)ccc2c1=O	-2.8	-11	-1.0	14	-0.1	-1	2	-1.2	4.0
13	CC(=O)Nc1ccc(OCCCNC(=O)c2c(-c3ccccc3)noc2C)cc1	-1.1	·	-0.7	·	-1.2	7	5	·	·
14	O=C(NCCc1ccccc1)c1cccnc1	-3.9	-1	-4.2	0	-0.4	4	-2	1.3	-0.1
15	O=C(CCc1ccccc1)Nc1ccnn1C1CCN(C/C=C/c2ccccc2)CC1	-2.8	-2	2.3	0	-1.3	2	-9	-0.5	-0.9
16	COc1ccccc1NC(=O)C(C)OC(=O)CCCN=C1NS(=O)(=O)c2ccccc21 (configuration not stated)	0.5	·	2.7	·	-1.7	0	-1	-1.6	·
17	CCCCN(C(=O)c1ccc(C)o1)c1c(N)n(CC(C)C)c(=O)[nH]c1=O	-0.9	0	1.2	-8	-1.7	-2	-4	1.1	2.0
18	O=C(c1ccccn1)N1CCN(c2ccc(C(F)(F)F)cn2)CC1	0.0	7	1.0	?	-1.3	3	3	0.9	?
19	COC(=O)C(C(=O)OC)C(C[N+](=O)[O-])c1ccc(OC)c(OC)c1 (configuration not stated)	2.2	0	2.3	-10	0.0	5	7	-1.9	-1.0
20	Cc1ccc(CSCC(=O)N(C)CC(=O)Nc2ccc(C)cc2)cc1	-2.6	-1	-1.3	-2	1.9	-3	0	-1.8	0.7
21	O=C(/C=C/c1ccco1)Oc1cccc2cccnc12	-0.5	0	-1.0	-5	1.1	1	16	·	-0.6
22	O=C(c1ccc(Cl)c(S(=O)(=O)N2CCOCC2)c1)N1CCCC1	1.2	-2	-0.1	-3	1.1	0	5	-0.6	-4.3
23	O=NN1CCN(c2ccncc2S(=O)(=O)N2CCCCC2)CC1	1.3	-3	-3.5	-6	0.9	0	2	-0.4	1.6
24	COc1cccc(C(=O)NC(=S)Nc2ccc3oc(=O)ccc3c2)c1	-0.6	0	-1.8	-10	-0.9	0	3	-1.0	-0.5

Exported with two lines to a compound: part of the list above.
Each structure is followed by: FadD28 binding | Anthrax LF inh2 | Mtb UGM inh | BoNT F protease | PfHsp40 rescue | FBA Mtb inh | GDH-TPI counter | BioA inh | BoNT A protease
5) CCOc1ccccc1C1C(C(N)=O)=C(C)Nc2nc(-c3cccc(C)c3)nn21 (configuration not stated)
 : -3.5 | -1 | 0.6 | 24 | -0.1 | 2 | 7 | -1.2 | -0.4
6) CCn1c(C)cc2c(c1=O)C(c1ccccc1Br)C(C#N)=C(N)O2 (configuration not stated)
 : 0.0 | 0 | 0.8 | 5 | -0.2 | 1 | 9 | 0.1 | 2.4
7) CC(=O)Nc1ccc(Nc2ccc(N3C(=O)CCCC3=O)cc2[N+](=O)[O-])cc1
 : 0.6 | 3 | 0.7 | 1 | -0.5 | -8 | 4 | -1.2 | 0.5
8) Cc1c2c(c(C)n1C)C(C(=O)NC1CCCCC1)N(Cc1ccccc1)C2=O (configuration not stated)
 : -1.3 | -6 | 1.9 | -6 | -0.5 | 3 | 9 | · | 0.2
9) S=C(NCc1ccccn1)Nc1ccc(Cl)cc1Cl
 : -0.8 | -2 | -1.6 | -2 | -0.5 | 0 | 4 | -1.9 | 0.0
10) O=C(Nc1ccc(Br)c2cccnc12)c1ccc(Cn2cc(Cl)cn2)o1
 : -0.8 | 1 | 0.8 | -3 | -0.4 | 0 | -2 | · | -0.3
11) COc1cc(/C=C/c2ccc3cccc(O)c3n2)cc(OC)c1OC
 : 13* | -4 | 1.1 | -2 | 0.5 | -1 | 21 | 0.1 | -0.7
12) COCCn1c(=O)[nH]c2cc(C(=O)Nc3cc(C)cc(C)c3)ccc2c1=O
 : -2.8 | -11 | -1.0 | 14 | -0.1 | -1 | 2 | -1.2 | 4.0
13) CC(=O)Nc1ccc(OCCCNC(=O)c2c(-c3ccccc3)noc2C)cc1
 : -1.1 | · | -0.7 | · | -1.2 | 7 | 5 | · | ·
14) O=C(NCCc1ccccc1)c1cccnc1
 : -3.9 | -1 | -4.2 | 0 | -0.4 | 4 | -2 | 1.3 | -0.1
15) O=C(CCc1ccccc1)Nc1ccnn1C1CCN(C/C=C/c2ccccc2)CC1
 : -2.8 | -2 | 2.3 | 0 | -1.3 | 2 | -9 | -0.5 | -0.9

The results go on.
nr	Structure	FadD28 binding	Anthrax LF inh2	Mtb UGM inh	BoNT F protease	PfHsp40 rescue	FBA Mtb inh	GDH-TPI counter	BioA inh	BoNT A protease
25	Cc1cccc(C)c1NC(=O)CSc1nnc([C@@H]2CCCN2C(=O)OC(C)(C)C)o1	-3.1	11	-1.3	3	1.0	-1	0	1.8	-1.9
26	Cc1ccc(C(=O)N2CCN(Cc3ccccc3)CC2)cc1S(=O)(=O)N1CCOCC1	0.3	0	·	-10	·	0	1	·	0.7
27	Cc1ccc(S(=O)(=O)N/N=C/c2cccc3c2OCCO3)cc1	1.7	-2	0.5	-3	-0.5	1	8	-0.9	-0.8
28	CCC(C(=O)NC(C)(C)C)N(C(=O)Cn1nnc(-c2cccs2)n1)c1cnc2ccccc2c1 (configuration not stated)	0.2	-6	-4.0	-8	0.7	2	9	1.9	-1.2
29	COC(=O)c1ccc(-n2nnnc2SCc2nn[nH]n2)cc1	-1.0	-2	0.7	-25	-0.8	4	-2	1.5	-2.2
30	Cc1cccc(-n2cnc(C(=O)N3CCN(C)CC3)c2)n1	-1.8	-4	-2.2	-4	-0.5	-11	-2	-0.5	-1.5
31	O=C(NCc1ccc2c(c1)OCO2)c1cc(-c2ccccc2)on1	1.7	-7	1.4	-3	0.8	3	9	-1.2	0.4
32	O=C1c2cccc3c2C2(O)c4c1cccc4C(=O)c1cccc(c12)C3=O	-0.5	2	·	-4	·	0	0	·	0.3
33	Cc1ccc2nc(C(F)(F)F)c(C#N)c(N)c2c1	-6.8	-1	-1.3	0	9.9	-1	12	-0.7	?
34	CCc1nc(C)cn1S(=O)(=O)c1cc(Br)ccc1OC	0.8	3	0.3	-5	-0.3	-1	1	0.4	0.0
35	CCCc1nc2ccccc2c(=O)n1CCc1ccccc1	-6.0	5	0.2	?	0.8	-1	6	0.8	-0.4
36	CN(c1ccccc1)S(=O)(=O)c1ccc(NC(=O)c2nc(S(C)(=O)=O)ncc2Cl)cc1	5.2	1	-0.7	6	1.1	6	16	-2.3	1.5
37	COCCNC(=O)C(=O)Nc1cccc(Br)c1	-1.9	-3	-1.2	-5	-0.2	2	-4	0.5	-1.0
38	Cc1ccc2c(c1)Oc1ccccc1C=C2C(=O)O	-3.5	-8	-1.4	-4	-1.5	-2	-4	2.2	-1.5
39	COc1ccc(CNC(=O)OCCN2CCN(S(=O)(=O)c3ccc(C)cc3)CCC2=O)cc1	-1.1	0	0.9	-11	-0.5	3	4	-3.9	-0.1
40	COc1ccc(Nc2nc3ccccc3n3cnnc23)cc1Cl	-4.3	-2	1.7	-8	1.0	5	15	-1.6	-3.7
41	Cc1ccc(CNC(=O)C(=O)NCCCn2ccnc2)cc1	-0.4	0	-2.1	-6	-0.3	-2	11	·	-0.6
42	Cc1cc(C)c(C#N)c(SCc2nnc(-c3ccccc3[N+](=O)[O-])o2)n1	2.3	0	0.5	-4	2.2	-2	3	·	0.6
43	Cc1ccc(S(=O)(=O)Nc2nc(C)c(C(=O)NN)s2)cc1	6.7	-2	-1.1	1	-1.1	6	30	-0.9	0.5
44	COc1ccc(C2C(C(=O)N3CCCC3)c3cc(OC)c(OC)cc3C(=O)N2C)cc1OC (configuration not stated)	1.4	0	2.2	-3	0.1	1	-5	-0.7	1.4
45	CC1CCN(C2=NC(=O)/C(=C/c3cccc(O)c3)S2)CC1	0.1	8	1.9	13	-1.4	1	28	-1.5	1.4
46	C[C@@H]1C(=O)O[C@H]2[C@H]1CC[C@@]1(C)C(=O)C=C[C@@](C)(O)[C@H]21	-1.5	-5	-1.3	0	-0.6	8	16	-2.3	-0.3
47	NCCCC[C@@H]1NC(=O)c2cc([N+](=O)[O-])cc(F)c2NCCCC[C@@H](C(N)=O)NC(=O)[C@H](CCC(N)=O)NC1=O	1.0	-2	3.2	-3	-2.3	0	16	1.1	0.6
48	O=C(c1ccc(COc2ccccc2Br)o1)N1CCN(c2ccccn2)CC1	-0.9	-11	1.1	-1	4.2	-1	6	-0.5	-0.6
49	COc1cc2cc(CN(Cc3cccnc3)C(=O)Nc3ccccc3F)c(=O)[nH]c2cc1OC	-1.6	-5	-2.2	3	-0.6	17	14	-1.2	-1.6
50	CC(=O)c1cccc(CN2CCC(n3nccc3NC(=O)c3ccc4c(c3)OCO4)CC2)c1	-3.9	1	-0.7	-6	-1.1	-2	7	9.4	-0.4
51	CCN1/C(=C\C=C2\C(=O)N(C)C(=S)N2C)Sc2ccccc21	·	-16	-2.2	-10	-0.4	3	17	·	1.9
52	CC(C)NC(=O)N(C)C[C@H]1OCCCC[C@@H](C)Oc2ccc(NC(=O)C3CCCCC3)cc2C(=O)N([C@H](C)CO)C[C@@H]1C	-1.2	-3	·	-4	·	5	0	-1.9&-2.3	-0.4
53	c1ccc(CN2CCC3(CCCc4ccccc43)CC2)cc1	-2.8	-11	4.6	11	-0.2	3	14	-0.8	-1.0
